LDHA block – qHTS assay for inhibitors of human lactate dehydrogenase; L-lactate dehydrogenase A chain (Homo sapiens), P00338; purified LDHA, NADH/diaphorase-resazurin fluorescence; hits give low values; activity change, % (values are at about 110 or 230 µM); actives 0.15% (n = 480,000); in the data active = activity change below about -30%; inconclusive = mostly about -25% to -30%;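 also: plate controls were DMSO wells for no effect and wells without enzyme for full effect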
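Enzyme activity of human lactate dehydrogenase 5 (2 nM; 0.06 mM NADH, 0.2 mM pyruvate, 5 min, RT) is measured via a resazurin/diaphorase fluorescence readout of residual NADH.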
Apoferritin bind – qHTS Assay for Identification of Novel General Anesthetics; actives 0.074% (n = 350,000); Ferritin light chain (Equus caballus), P02791; apoferritin/1-aminoanthracene competitive binding, fluorescence; Potency, µM (series often up to 77.5 µM), without a hit: top-dose activity change, negative = displacement, actives largely listed as inhibitors; also: potency is read from the fitted curve at half-maximal effect; % is scaled to controls: 0 for no effect and ±100 for the full control effect; nearly all actives have a fitted effect of over 20% in size
Target sequence (P02791 2-175 limits assumed): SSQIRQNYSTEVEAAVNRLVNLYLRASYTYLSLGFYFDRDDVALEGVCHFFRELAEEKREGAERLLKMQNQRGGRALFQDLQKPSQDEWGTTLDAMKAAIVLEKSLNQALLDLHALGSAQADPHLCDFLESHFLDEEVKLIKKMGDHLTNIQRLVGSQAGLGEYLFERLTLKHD
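Horse-spleen apoferritin (10 uM) was mixed with 50% saturated 1-aminoanthracene in PBS, exposed to compounds for 10 min at room temperature, and read for fluorescence (ex 380 nm, em 535 nm). Competitive displacement was fitted with a four-parameter Hill equation.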
POLB inh – qHTS Assay for Inhibitors of DNA Polymerase Beta. Potency, µM (titrated, usually from 114 µM), for inactives: at the highest dose activity change, negative = inhibition, actives largely listed as inhibitors. actives 1.3% (n = 340,000). P06746. Pol beta primer extension/strand displacement, fluorescence kinetic. AID 485314, 2010; also: potency is read from the fitted curve at half-maximal effect; % is scaled to controls: 0 for no effect and ±100 for the full control effect
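10 nM enzyme + cpd, 15 min RT; start with substrate 50 nM final; read 0 min and after 10 min RT. Corrected, normalized data; 4-parameter Hill curve fit.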
APE1 inh – qHTS Assay for Inhibitors of the Human Apurinic/apyrimidinic Endonuclease 1 (APE1) | DNA repair nuclease/redox regulator APEX1 (Homo sapiens), P27695 | recombinant APE1, TAMRA/BHQ-2 abasic DNA cleavage fluorescence | Potency, µM (doses to about 65.8 µM), inactives show at the highest dose activity change, negative = inhibition, most hits filed as inhibitors | actives 0.35% (n = 350,000) | AID 2517, 2012;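 also: potency is read from the fitted curve at half-maximal effect; plate controls were vehicle for no effect and reference inhibitor for full effect; nearly all actives have a fitted effect of over 55% in size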
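Incision of a quenched TAMRA/BHQ-2 THF abasic-site duplex (50 nM) by 0.75 nM APE1, after 15 min compound preincubation, measured as fluorescence increase over three 60 s reads. Values normalized to buffer, DMSO and NSC13755 control wells.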
Pol iota inh – qHTS for Inhibitors of Polymerase Iota. actives 1% (n = 390,000). DNA polymerase iota (Homo sapiens), Q9UNA4. Potency, µM (series often up to 115 µM), inactives show at the top dose activity, negative = inhibition, actives largely listed as inhibitors. Pol iota fluorescent replication assay, 10 min. AID 588590, 2011; also: potency is read from the fitted curve at half-maximal effect
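Pol iota at 10 nM preincubated 15 min with compounds at room temperature; reaction started with fluorescent substrate, 50 nM final. Fluorescence read kinetically at 0 and 10 min; buffer-only wells as negative control.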
BLM helicase inh – qHTS Assay for Inhibitors of Bloom's syndrome helicase (BLM) | RecQ-like DNA helicase BLM (Homo sapiens), P54132 | recombinant BLM DNA unwinding, fluorescence dequenching | Potency, µM (highest dose often 56.1 µM), for the others: at the highest dose activity change, negative = inhibition, usual class: inhibitors | actives 0.2% (n = 350,000) | AID 2528, 2010;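 also: potency is read from the fitted curve at half-maximal effect; plate controls were vehicle for no effect and no enzyme for full effect; nearly all actives have a fitted effect of over 35% in size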
GRP78 ERSR act – qHTS for Inducers of the Endoplasmic Reticulum Stress Response (ERSR) in Human Glioma: qHTS | Potency, µM, for the others: at the highest dose activation, actives largely listed as activators | actives 0.02% (n = 420,000) | U87-MG GRP78 promoter luciferase reporter, 16 h | AID 602332, 2012; also: potency is read from the fitted curve at half-maximal effect; series mostly up to about 76 µM; % of control where 0% means no effect; nearly all actives have a fitted effect of over 35% in size
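Stably transfected U87-MG glioma cells carrying a GRP78-based luciferase sensor; 16 h compound incubation. Luminescence end-point read 10 min after Bright-Glo addition at room temperature.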
POLK inh – qHTS for Inhibitors of Polymerase Kappa; DNA polymerase kappa (Homo sapiens), Q9UBT6; actives 0.53% (n = 400,000); Potency, µM (highest dose often 107 µM), for inactives: at the highest dose activity, negative = inhibition, hits mostly inhibitors; purified Pol kappa, fluorescent DNA synthesis assay, 10 min; AID 588579, 2011; also: potency is read from the fitted curve at half-maximal effect; % is scaled to controls: 0 for no effect and ±100 for the full control effect
Target sequence (Q9UBT6 whole entry, looked up): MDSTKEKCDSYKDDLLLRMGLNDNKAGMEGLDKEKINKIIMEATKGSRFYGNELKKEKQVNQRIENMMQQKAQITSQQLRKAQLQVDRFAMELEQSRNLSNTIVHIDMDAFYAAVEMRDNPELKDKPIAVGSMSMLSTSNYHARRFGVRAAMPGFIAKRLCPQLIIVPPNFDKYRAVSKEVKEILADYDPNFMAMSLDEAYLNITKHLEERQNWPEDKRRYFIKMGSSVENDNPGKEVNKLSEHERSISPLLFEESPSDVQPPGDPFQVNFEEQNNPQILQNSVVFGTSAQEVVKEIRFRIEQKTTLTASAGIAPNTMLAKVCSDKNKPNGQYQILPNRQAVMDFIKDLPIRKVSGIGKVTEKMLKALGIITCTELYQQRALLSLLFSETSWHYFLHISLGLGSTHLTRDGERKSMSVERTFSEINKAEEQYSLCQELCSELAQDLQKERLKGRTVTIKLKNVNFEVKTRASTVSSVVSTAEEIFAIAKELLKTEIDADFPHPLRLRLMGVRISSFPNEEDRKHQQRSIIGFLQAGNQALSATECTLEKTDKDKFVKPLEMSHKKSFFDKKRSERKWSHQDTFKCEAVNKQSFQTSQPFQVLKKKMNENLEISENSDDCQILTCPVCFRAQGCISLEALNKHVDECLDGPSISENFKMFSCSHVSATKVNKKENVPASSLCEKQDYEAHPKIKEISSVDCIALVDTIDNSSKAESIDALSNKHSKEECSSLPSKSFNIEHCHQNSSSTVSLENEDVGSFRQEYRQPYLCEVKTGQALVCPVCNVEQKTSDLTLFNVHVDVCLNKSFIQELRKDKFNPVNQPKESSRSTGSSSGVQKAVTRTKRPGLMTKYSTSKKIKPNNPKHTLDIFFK
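Pol kappa 10 nM + cpd, 15 min RT; start w/ substrate 50 nM final; fluorescence kinetic read, 0 and 10 min. Neg ctrl: buffer, no enzyme.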
POLH inh – qHTS for Inhibitors of Polymerase Eta; AID 588591, 2011; Potency, µM (doses to about 114 µM), for inactives: at the highest dose activity change, negative = inhibition, most hits filed as inhibitors; recombinant Pol eta, fluorescent DNA replication assay; DNA polymerase eta (Homo sapiens), Q9Y253; actives 1.2% (n = 390,000); also: potency is read from the fitted curve at half-maximal effect; % is scaled to controls: 0 for no effect and ±100 for the full control effect
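Fluorescent replication assay: 50 nM final substrate added after a 15 min room-temperature compound preincubation with 10 nM enzyme. Signal taken at 0 min and again at 10 min.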
* = called active by the depositor; u = inconclusive; x = not tested or not shown; & = joins results of further samples; [ ] = another dose, or the depositor's remark. Unless noted, calls follow the shape of the dose curve; as a rule, active = well fitted curve in the direction sought with a large enough effect; inconclusive = small, poorly fitted or top-dose-only effect, or another doubt; inactive = no such curve, though single readings can be large; an effect the other way counts as inactive or inconclusive. An excerpt (hit frequency here may not be typical).

SMILES	LDHA block	Apoferritin bind	POLB inh	APE1 inh	Pol iota inh	BLM helicase inh	GRP78 ERSR act	POLK inh	POLH inh
O=C(Cc1cccs1)NNC(=S)NC(=O)c1ccccc1	-5	-2%	10%	3%	14%	2%	-7%	-17%	0%
CCOc1ccc(S(=O)(=O)Nc2cccc(C(=O)N3CCN(c4ccccc4O)CC3)c2)cc1	1	x	x	-4%	-8%	x	-2%	-19%	-9%
Cc1oc(-c2ccc(C(=O)NC(C)c3ccccc3)cc2)nc1CS(=O)(=O)c1ccccc1 (stereo unspecified)	0	-15%	u	x	17%	-6%	-1%	10%	1%
CCCN1CCC(N2CCCC(C(=O)O)C2)CC1 (stereo unspecified)	0	-3%	-2%	0%	65%[activator]	-4%	-9%	1%	-14%
Cc1cccc(NC(=O)C2CCCN2S(=O)(=O)c2ccc3c(c2)n(C)c(=O)c(=O)n3C)c1 (stereo unspecified)	0&2	-5%&6%	-12%&-1%	0%	u	0%&-10%	-4%&-5%	-36%&11%	-18%&1%
C=CC(=O)N=c1sc2ccccc2n1-c1ccccc1	-7	-21%	-20%	5%	u	-9%	-12%	2%	u
COc1ccc(CCNC(=O)CN2C(=O)NC3(CCCCC3)C2=O)cc1	-2	x	x	6%	90%[activator]	x	-4%	-14%	-11%
CN(C)CCNC(=O)c1cc(Br)ccc1Cl	-7	-6%	25%	-2%	-1%	2%	-5%	13%	-13%
CCOc1ccc(N=C2NC(=O)S/C2=C\c2ccc(O)cc2)cc1	-5	u	-11%	11%	-20%	-1%	1%	-3%	-21%
CCN1CCN(C(=S)c2ccc(Br)cc2)CC1	-1	-6%	12%	6%	-14%[58.9 µM]	-2%	-4%	5%	7%
Cn1cc([N+](=O)[O-])c(C(=O)NC2CCCC2)n1	-10	-1%	-15%	35%	22%	1%	0%	1%	-4%
CC(=O)Nc1cccc(-n2nnc(SCC(=O)Nc3ccccc3)n2)c1	-10	-3%	-2%	-5%	4%	-1%	-1%	3%	-6%
O=C1CC(N2CCN(C3CCc4ccccc4C3)CC2)C(=O)N1c1ccccc1 (stereo unspecified)	2	x	x	x	3%	x	-2%	-6%	-8%
CC1CN(C)C(C)CC1OC(=O)C(c1ccccc1)c1ccccc1 (stereo unspecified)	0	x	x	x	18%	x	-5%	2%	-25%
CCCCCC1CCC(C(=O)NNC(=S)NCC)CC1 (stereo unspecified)	-7	-15%	3%	4%	-1%	-5%	0%	-20%	-14%
Cn1c(=O)[nH]c2c(cnn2C)c1=O	-1	x	x	x	73%[activator]	x	-3%	-10%	-26%
CC(C)CCOc1ncnc2c1sc1nc3c(cc12)CSC(C)(C)C3	-5	3%	-2%	0%	53%[activator]	-5%	0%	-11%	-8%
C=CCNC(=O)/C(=C\c1ccc2c(c1)OCO2)NC(=O)c1ccc(Br)cc1	-4	-21%	78%	-1%	-6%	-3%	0%	-7%	-4%
O=C(NCCN1CCC(Cc2ccccc2)CC1)C1CCCN(S(=O)(=O)c2cnc[nH]2)C1 (stereo unspecified)	-7	-7%	32%	-3%	-4%	0%	-2%	0%	0%
COCCN(CC(=O)NCc1ccc(F)cc1)C(=O)CCC(=O)Nc1nccs1	3	6%	24%	10%	12%	2%	1%	-1%	-6%
CCOC(=O)c1cc2c(ccc3nc(C)c(C)c32)[nH]c1C	-2	-1%	15%	-14%	46%[activator]	-17%	3%	7%	-18%
Cc1ccc(C(=O)Nc2ccc(S(=O)(=O)N3CCN(C)CC3)cc2)cc1	-2	3%	18%	4%	-12%	3%	5%	4%	-1%
Cc1ccc(C)c(NC(=O)CSc2nc3ccccc3nc2N2CCOCC2)c1	-7&-1	-6%&-6%	5%&-3%	2%	13%&-4%	0%&-2%	1%&-3%	10%&3%	-6%&-19%
CC1CCN(C(=O)Nc2ccc3nsnc3c2)CC1	21	88%[activator]	17%	u	u	-8%	6%	-11%	-7%
COc1ccccc1NC(=O)N(Cc1ccco1)Cc1cc2c(C)ccc(C)c2[nH]c1=O	-1	-12%	u	-8%	4%	-7%	0%	1%	4%
CCc1ccc(/C=C2/SC(=S)N(CCC(=O)Nc3ccc(C(=O)O)cc3)C2=O)cc1	x	-10%	0%	u	x	u	x	x	x
Cc1cc([N+](=O)[O-])c(C)cc1-c1ccc(/C=N/n2cnnc2)o1	-2	-9%	23%	u	26%	-12%	-2%	9%	u
Cc1cc(C(C)(C)C)cc(C)c1COC(=O)C1CCC(=O)N1 (stereo unspecified)	-3	u	3%	9%	12%	-8%	-5%	-2%	-16%
CN(C(=O)COc1ccc(Cl)cc1Cl)c1nnc(C23CC4CC(CC(C4)C2)C3)s1	1	6%	14%	3%	2%	-12%	-6%	2%	-5%
O=C(O)C1CCN(C(=O)c2ccccc2N2C(=O)[C@@H]3Cc4c([nH]c5ccccc45)C(c4cccc(Cl)c4)N3C2=O)CC1 (stereo partly specified)	-17	-3%	5%	-3%	28%	-3%	-2%	-6%	-17%
CCc1nc2ccccc2c(C(=O)Nc2ccc(C)cc2)c1C	-4	-5%	0%	28%	11%	-3%	-4%	-5%	-1%
CC1=CCC(C(=O)O)C(C(=O)Nc2nc3ccc(S(C)(=O)=O)cc3s2)C1 (stereo unspecified)	-10	43%[activator]	13%	-2%	-5%	4%	-2%	-18%	5%
CCOc1ccc(CCNC(=O)CN(c2ccc(C)cc2)S(=O)(=O)N(C)C)cc1OCC	5	0%	0%	x	52%[activator]	-2%	-3%	-8%	-20%
Nc1nc(-c2ccco2)nc(N2CCCCC2)n1	-4	-9%	5%	4%	27%	-10%	-2%	-12%	-17%
COc1cccc(OC)c1C(=O)N1CCNCC1	-1	-2%	-11%	8%	67%[activator]	3%	-2%	2%	-13%
O=C1C(Oc2ccc(Cl)cc2)C(c2ccc3c(c2)OCO3)N1CC1CCCO1 (stereo unspecified)	-11	-6%	-9%	1%	-4%	-8%	0%	-6%	-13%
COCC(=O)N1CCC(Oc2cccc(C(=O)NCc3ccccn3)c2)CC1	-2	-4%	-7%	-10%	29%	0%	0%	14%	-14%
COc1ccccc1NC(=S)NCCc1ccc(F)cc1	-7	-19%	-22%	2%	44%[activator]	-6%	0%	-13%	-6%
CC(C)=CC(=O)N1CCC(N2CCC(C(=O)NCC3CCCO3)CC2)CC1 (stereo unspecified)	2	3%	45%	-7%	36%[activator]	-1%	-5%	-2%	-3%
O=C(NNC(=O)c1ccc(S(=O)(=O)N2CCCCC2)cc1)c1ccccc1	-2	-4%	u	59%[12.4 µM]	121%[activator]	-1%	1%	-23%	-16%

Random excerpt: 2 compounds from above.
SMILES	LDHA block	Apoferritin bind	POLB inh	APE1 inh	Pol iota inh	BLM helicase inh	GRP78 ERSR act	POLK inh	POLH inh
CCOc1ccc(CCNC(=O)CN(c2ccc(C)cc2)S(=O)(=O)N(C)C)cc1OCC	5	0%	0%	x	52%[activator]	-2%	-3%	-8%	-20%
CC(C)=CC(=O)N1CCC(N2CCC(C(=O)NCC3CCCO3)CC2)CC1 (stereo unspecified)	2	3%	45%	-7%	36%[activator]	-1%	-5%	-2%	-3%

Next structures:
SMILES	LDHA block	Apoferritin bind	POLB inh	APE1 inh	Pol iota inh	BLM helicase inh	GRP78 ERSR act	POLK inh	POLH inh
O=S(=O)(c1ccc(S(=O)(=O)N2CCN(C/C=C/c3ccccc3)CC2)cc1)N1CCCC1	-1	u	0%	0%	10%	-8%	-5%	-7%	7%
CCC(C)Sc1nc2c(c(=O)[nH]c(=O)n2C)n1CCc1ccccc1 (stereo unspecified)	1&-2	1%	15%	18%	-8%	3%	-4%	-6%	-20%
O=C(NNS(=O)(=O)c1ccccc1F)c1sccc1-n1cccc1	1	-11%	-1%	-3%	-2%	-4%	1%	-10%	3%
COc1ccc(S(=O)(=O)N2CCOC23CCN(S(=O)(=O)c2cc(C)ccc2OC)CC3)cc1	-3	x	x	27%	24%	x	-3%	-13%	-18%
CCN(Cc1nc(-c2ccc(OC)cc2)oc1C)S(=O)(=O)c1ccc(Cl)cc1	-13	45%[activator]	u	x	13%	-7%	-1%	-13%[60.1 µM]	-13%
Fc1ccccc1OCCn1c(=S)[nH]c2ccccc21	0	63%[activator]	-2%	u	128%[activator]	-5%	0%	-6%	-23%
Cc1cc(Cl)ccc1OCC(=O)N(Cc1sccc1C)C1CCS(=O)(=O)C1 (stereo unspecified)	-14	-6%	31%	x	-5%	1%	x	15%	x
CC(C)[C@@H]1NC(=O)c2cc([N+](=O)[O-])cc(I)c2NCCC[C@@H](C(N)=O)NC(=O)[C@H](CO)NC1=O	0	-6%	-17%	1%	-9%	4%	1%	2%	1%
COc1ccccc1N(Cc1ccccc1)S(=O)(=O)c1cccc(C(=O)Nc2ccc(C)cn2)c1	-4	x	x	-9%	19%	x	-3%	-14%	-23%
CCN(CC)S(=O)(=O)c1cc(-c2nn(C)c(=O)c3ccccc23)ccc1C	-1&-10	u	45µM*	u	u	-14%	-1%	-9%	u
CCOC(=O)C1CCN(c2nc3c(C)cccn3c(=O)c2/C=C(\C#N)S(=O)(=O)c2ccccc2)CC1	-11	-23%	1%	-2%	153%[activator]	-6%	-5%	-13%	-8%
Nc1nc2ncc(CNc3ccc(C(=O)N[C@@H](CCC(=O)O)C(=O)O)cc3)nc2c(=O)[nH]1	-5	0%	u	u	4%	-2%	-3%&-5%&-4%	-8%	-9%
COc1ccc(CNC(=O)Cc2csc3nc(-c4ccc(F)cc4)cn23)cc1	4	5%	-22%	x	22%	-1%	u	-9%[60.1 µM]	-19%

Source: PubChem BioAssay (National Center for Advancing Translational Sciences (NCATS))
